# Assay outcomes as filed in PubChem BioAssay.
# IkB signaling – inhibitors of IkB signaling in ABC-DLBCL cells | Potency, µM (top dose mostly 57.1 µM), for the others: at the top dose IkBa stabilization activation | ABC-DLBCL IkBa-CBG/CBR dual luciferase ratio, 4 h; response scale: scaled: untreated 0%, proteasome inhibitor 100% | 0.04% of 110,000 active; active = well fitted curve in the direction sought with a large enough effect in the signal ratio, not every such curve was filed as active; inconclusive = small, poorly fitted or top-dose-only effect, or a change in a side signal; the % refers to the signal ratio;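 note: the direction sought is a rising ratio; 0% = basal untreated cells and 100% = reference inhibitor full response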
#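 In this assay, an IκBα–CBG68 fusion accumulates when IKK-driven degradation is blocked; native CBR normalizes for cell number. OCI-Ly3 cells were treated 4 h with compound and doxycycline, then green and red light read after Chroma-Glo addition.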
# p53ts 39C kill – cytotoxicity in p53ts cells at nonpermissive temperature; H1299-p53A138V viability at 39C, ATP luminescence, 24 h; Potency, µM (titrated, usually from 46.1 µM), inactives show at the top dose activity change, negative = cell killing, usual class: cytotoxic; 1.5% of 130,000 active; AID 902; note: nearly all actives have a fitted effect of over 55% in size
# Imprint erasure – inducers of genomic imprint erasure in mouse ES cells. Potency, µM (series often up to 60.7 µM), for the others: at the highest dose activity change, positive = activation, most hits filed as activators. 0.02% of 110,000 active. mouse ES Peg3-LacZ reporter, beta-gal luminescence, 40 h. AID 1948;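 note: 0% = negative control wells on the plate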
#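 Imprint erasure is scored as LacZ activity from the silenced maternal Peg3 allele in feeder-free female ES cells cultured 40 h with LIF. Luminescence is normalized to in-plate negative controls and fitted to the Hill equation.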
# p53ts 32C tox – p53ts cell cytotoxicity, permissive temperature; AID 924; H1299-p53A138V at 32C, ATP luminescence viability, 24 h; Potency, µM (highest dose often 46.1 µM), for inactives: at the top dose activity change, negative = cytotoxicity, most hits filed as cytotoxic; 0.93% of 130,000 active;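 note: 0% = DMSO and -100% = full killing by reference compound; nearly all actives have a fitted effect of over 55% in size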
#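 ATP-content luminescence (ATPlite) read-out after 24 h compound exposure at 32C in H1299-p53A138V cells (600/well). Tested up to 46 uM. Normalized to DMSO (0%) and 100 uM tamoxifen (100% killing); Hill-fit AC50.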
# * hit, by the source's call; ? = inconclusive; . = no result given; & = joins results of further samples; [ ] = another dose, or the depositor's remark. Unless noted, calls come from the whole dose curve; as a rule, active = well fitted curve in the direction sought with a large enough effect; inconclusive = small, poorly fitted or top-dose-only effect, or another doubt; inactive = no such curve, though single readings can be large; an effect the other way counts as inactive or inconclusive. Unless noted, % is set by controls: 0 for no effect and ±100 for the full control effect; potency is the fitted concentration of half-maximal effect.
SMILES,IkB signaling,p53ts 39C kill,Imprint erasure,p53ts 32C tox
Cc1cn2c(=O)cc(COc3ccccc3NC(=O)c3ccccc3C)nc2s1,0.1%,20%,-10%[10.9 µM],4%
CCOc1ccc(NC(=O)C2CCN(S(=O)(=O)c3ccc4c(c3)oc(=O)n4C)CC2)cc1,0.1%,-10%,-1%[10.9 µM],3%
COc1ccc(NC(=O)C2=C(C)Nc3ncnn3C2c2ccc(O)cc2)cc1 (stereo not drawn),0.3%,-2%,5%[10.9 µM],2%
CC(C)(C)c1cc(Br)c(O)c(CN(Cc2cc(C(C)(C)C)cc(Br)c2O)C2CCCCC2)c1,-0.2%[11.4 µM],0%[9.22 µM],-5%[10.9 µM],-1%[9.22 µM]
Cc1ccc(S(=O)(=O)N2CCC(C(=O)N[C@H](C(=O)NCC3CCCO3)C(C)C)CC2)cc1 (stereo partly drawn),3.2%,5%,-14%,2%
COc1ccc(NC(=O)Cn2nnc(-c3ccc(CN4CCOCC4)cc3)n2)c(OC)c1,1.3%,1%,-20%,-5%
CCOc1ccccc1OCCCn1c(-c2ccc(Cl)cc2)nc2ccccc2c1=O,-1.7%,-30%,-6%[10.9 µM],-4%
CCCCSc1nc2c(cnn2-c2ccc(F)cc2)c(=O)[nH]1,-3.0%,6%,11%,14%
Cc1ccc(C(=O)OC2CCOC2=O)cc1NC(=O)c1ccco1 (stereo not drawn),2.1%,9%,-3%,-1%
CCc1ccccc1NC(=O)C1CCCN(S(=O)(=O)c2cccc3nsnc23)C1 (stereo not drawn),?,13%,17%[10.9 µM],9%
Cc1cc(Nc2ccccc2)n(-c2nc3ccccc3[nH]2)n1,?,-2%,-17%,22%
Cc1c(C(=O)NCCN(C)C)sc2nc3n(c(=O)c12)CCC3,0.1%,19%,-6%[10.9 µM],9%
Cc1ccc(Nc2c(-c3c[nH]c4ccccc34)nc3ccccn23)cc1,?,16µM*,5%[10.9 µM],?
COc1ccc(Cl)cc1S(=O)(=O)NCc1ccc2c(c1)CCN2C(=O)c1cccc(C)c1,?,-20%,19%[10.9 µM],31%[activator]
CCOC(=O)/C=C1\SCC(=O)N1CC(=O)Nc1ccc2c(c1)CCC2,0.7%,-8%,-5%,-3%
CCN(CC)CCNC(=O)C1CCC(=O)N1CCc1ccccc1 (stereo not drawn),0.1%,4%,28%,2%
CCOC(=O)c1ccc(NC(=O)CC2Nc3ccccc3NC2=O)cc1 (stereo not drawn),?,11%,-5%[10.9 µM],-1%
CC1CCN(C(=O)c2ccccc2NC(=O)c2cccc(S(=O)(=O)N3CCOCC3)c2)CC1,1.5%,-17%,8%,-1%
CCN1C(=O)C2(C(C#N)=C(N)Oc3c2c(C)nn3-c2ccccc2)c2ccccc21 (stereo not drawn),4.2%,-2%,-26%,16%
COc1cccc(NC(=O)C2CCCN(c3ncnc4onc(-c5ccc(F)cc5)c34)C2)c1 (stereo not drawn),3.3%,-3%,-8%[10.9 µM],14%
COc1ccc(CN2CCCN(CC(=O)Nc3ccc4c(c3)OCCO4)S2(=O)=O)cc1,?,-9%,3%[10.9 µM],-1%
COc1cc2nc(NCc3ccc(C)cc3)n3nc(-c4ccccc4)nc3c2cc1OC,0.1%,11%,-12%[10.9 µM],21%
COc1ccc(CCNC(=O)CSc2nnc(-c3ccccc3)c3ccccc23)cc1OC,.,-13%,.,8%
Cc1c(C(=O)OC(C)C)[nH]c2c1C(=O)CC(C)(C)C2,-0.5%,4%,-13%,14%
COc1ccc(CN(Cc2ccco2)c2cnc(S(C)(=O)=O)nc2C(=O)Nc2ccc(F)cc2)cc1,?,-4%,-18%[10.9 µM],2%

# The list continues:
SMILES,IkB signaling,p53ts 39C kill,Imprint erasure,p53ts 32C tox
N#Cc1ccc(Cn2c(=O)c(C#N)c3n(c2=O)CCC3)cc1,1.8%,-2%,-2%,6%
COc1ccc(OCC(=O)N2CCN(C(=O)c3cccs3)CC2)cc1,-0.4%,-2%,8%,0%
Nc1ccc2ncccc2c1,2.7%,3.2µM*,-28%,?
CCOC(=O)N1CCN(c2nc(SC)nc3sc4c(c23)CC(C)(C)OC4)CC1,2.0%,2%,-2%,2%
O=C(O)CCC(=O)N1CCc2cc(S(=O)(=O)N3CCCCC3)ccc21,-2.3%,5%,-4%,-7%
COc1ccc(CNC(=O)CN(C)c2nn3c(=O)cc(C)nc3s2)cc1,1.1%,15%,9%[10.9 µM],1%
COC(=O)c1ccc(Cn2cnc3c(cnn3-c3ccc(F)cc3)c2=O)o1,-0.9%,-5%,-15%,-5%
CCOC(=O)c1ccc(NC(=O)CC2C(=O)N(c3cccc(C)c3)C(=O)N2CCOC)cc1 (stereo not drawn),?,-12%,1%[10.9 µM],-8%
COc1cccc(CNC(=O)C(NS(=O)(=O)c2ccc3c(c2)oc(=O)n3C)C(C)C)c1 (stereo not drawn),-0.6%,-3%,-7%[10.9 µM],4%
O=C(NNC(=O)c1cnccn1)c1cccc([N+](=O)[O-])c1,.,-4%,.,-10%
CCc1cccc(CC)c1NC(=O)c1c(C)oc2ccc(O)c(CN3CCOCC3)c12,-0.1%,26%,-12%[10.9 µM],4%
CCc1ccc(NC(=O)CS(=O)CC(=O)Nc2ccc(F)cc2F)cc1 (stereo not drawn),-1.6%,-4%,.,2%
COCC(=O)N1CCC2(CCCN(C(=O)Nc3cccc(F)c3)C2)CC1,-0.4%[11.4 µM],-1%,.,-6%
CCC(C)c1ccc(NC(=O)C2CC2)cc1 (stereo not drawn),-2.3%,-14%,-13%,-16%
CCC(Cn1nnc2ccccc2c1=O)NC(=O)Nc1ccc(C)cc1 (stereo not drawn),-0.9%,-9%,2%[10.9 µM],12%
COc1ccc(N(C)S(=O)(=O)c2c(C)[nH]c(=O)[nH]c2=O)c(OC)c1,-0.4%,-4%,-5%,1%
COc1ccc(CCNC(=O)CN(C2CCCCC2)S(C)(=O)=O)cc1,0.3%,10%,-2%,5%
CCCOc1ccc(C(=O)N2CCCC2)cc1OC,-0.8%,11%,24%,1%
O=C(Cn1nnc(-c2ccc(CN3CCOCC3)cc2)n1)NC1CCCCC1,0.7%,-10%,-12%,-5%
COc1ccc(COC(=O)N/N=C2/C[C@@H](O)[C@@H](O)[C@@H]3[C@@H]4C(=O)N(C(C)(C)C)C(=O)[C@H]4CC[C@@H]23)cc1,.,20%[9.22 µM],.,-1%[9.22 µM]
CCc1cccc(OCC(=O)Nc2ccc(S(=O)(=O)Nc3ncccn3)cc2)c1,-4.4%,8%,-11%[10.9 µM],-3%
CC(Sc1nccn1C)C(=O)Nc1ccccc1C#N (stereo not drawn),0.2%,-3%,-12%[10.9 µM],3%
COc1ccc(OC)c(CNC(=O)c2ccc(N3Cc4ccccc4Oc4ncccc43)s2)c1,?,-21%,-7%[10.9 µM],7%
O=C(Nc1ccc(F)cc1)c1ccc(S(=O)(=O)NCC2CCCO2)cc1 (stereo not drawn),-0.5%,-13%,-10%,-1%
Cc1cc(-c2ccccc2)nc2cc(C(=O)N(Cc3ccccc3)Cc3ccccc3)nn12,.,-25%,.,1%

# Among those listed so far, these have fluorine.
SMILES,IkB signaling,p53ts 39C kill,Imprint erasure,p53ts 32C tox
CCCCSc1nc2c(cnn2-c2ccc(F)cc2)c(=O)[nH]1,-3.0%,6%,11%,14%
COc1cccc(NC(=O)C2CCCN(c3ncnc4onc(-c5ccc(F)cc5)c34)C2)c1 (stereo not drawn),3.3%,-3%,-8%[10.9 µM],14%
COc1ccc(CN(Cc2ccco2)c2cnc(S(C)(=O)=O)nc2C(=O)Nc2ccc(F)cc2)cc1,?,-4%,-18%[10.9 µM],2%
COC(=O)c1ccc(Cn2cnc3c(cnn3-c3ccc(F)cc3)c2=O)o1,-0.9%,-5%,-15%,-5%
CCc1ccc(NC(=O)CS(=O)CC(=O)Nc2ccc(F)cc2F)cc1 (stereo not drawn),-1.6%,-4%,.,2%
COCC(=O)N1CCC2(CCCN(C(=O)Nc3cccc(F)c3)C2)CC1,-0.4%[11.4 µM],-1%,.,-6%
O=C(Nc1ccc(F)cc1)c1ccc(S(=O)(=O)NCC2CCCO2)cc1 (stereo not drawn),-0.5%,-13%,-10%,-1%

# Single records (already shown). Order of values: IkB signaling, p53ts 39C kill, Imprint erasure, p53ts 32C tox
# Shown for CCc1cccc(CC)c1NC(=O)c1c(C)oc2ccc(O)c(CN3CCOCC3)c12 = -0.1%, 26%, -12%[10.9 µM], 4%
# Shown for COc1ccc(CCNC(=O)CN(C2CCCCC2)S(C)(=O)=O)cc1 = 0.3%, 10%, -2%, 5%
# Shown for COc1ccc(CNC(=O)CN(C)c2nn3c(=O)cc(C)nc3s2)cc1 = 1.1%, 15%, 9%[10.9 µM], 1%
# Shown for CCOC(=O)c1ccc(NC(=O)CC2C(=O)N(c3cccc(C)c3)C(=O)N2CCOC)cc1 (stereo not drawn) = ?, -12%, 1%[10.9 µM], -8%
# Shown for N#Cc1ccc(Cn2c(=O)c(C#N)c3n(c2=O)CCC3)cc1 = 1.8%, -2%, -2%, 6%

# The list continues.
SMILES,IkB signaling,p53ts 39C kill,Imprint erasure,p53ts 32C tox
Nc1nnc(SCC(=O)NCCOc2ccccc2)s1,.,19%,.,-8%
Nc1ccn([C@@H]2CC[C@H](CO)O2)c(=O)n1,1.3%[25.6 µM],9%[20.6 µM],-12%[16.8 µM],5%[20.6 µM]
CN(C)c1ccc(C(CNC(=O)c2ccccc2C(F)(F)F)N2CCOCC2)cc1 (stereo not drawn),1.8%,-16%,-10%[10.9 µM],-2%
CCOc1ccc(C2=Nc3ccc(Br)cc3C(c3ccc(N4CCOCC4)cc3)=NN2)cc1,.,2%,.,?
CCCNC(=O)Cn1cnc2sc(C(=O)N3CCCC(C(=O)OCC)C3)c(C)c2c1=O (stereo not drawn),0.5%,0%,23%,2%
Cc1ccc(N2C(=O)[C@@H]3CSC(c4ccc(C(F)(F)F)cc4)N3C2=O)cc1 (stereo partly drawn),-1.2%,-7%,-5%[10.9 µM],-9%
Brc1ccc(-c2nn3c(Cc4ccccc4)nnc3s2)o1,1.8%,-4%,-9%,4%
O=C(CC12CC3CC(C1)CC(CC(=O)NC1=NCCS1)(C3)C2)NC1=NCCS1,2.4%,7%,-62%[inhibitor],-1%
COc1ccc2c(c1)OC(O)(C(F)F)CC2=O (stereo not drawn),-2.2%,-1%,-10%,4%
Cc1ccc(-n2nnc3c(=O)n(CC(=O)NCc4ccco4)cnc32)cc1,0.9%,-6%,-63%[inhibitor],-14%
CSc1sc(C)cc1C1C(C#N)=C(N)N(c2cccnc2)C2=C1C(=O)CCC2 (stereo not drawn),11%,18%,-22%,-9%
COC(=O)Nc1ccc2c(c1)N(C(=O)CCN1CCN3CCCC3C1)c1ccccc1S2 (stereo not drawn),0.3%,-3%,-7%,-5%
CCC(=O)N1CCc2cc(Br)cc(S(=O)(=O)NCc3ccc(Cl)cc3)c21,?,4%,-2%[10.9 µM],7%
COCC(C)NC(=O)c1ccc(Cl)c(Cl)c1 (stereo not drawn),0.4%,10%,-9%,-1%
Cc1ccc(S(=O)(=O)NCCNC(=O)CN2CCCC2)cc1,2.9%,-4%,-15%,-10%
CCCN1C2CCCC1CC(NC(=S)Nc1cc(C)ccc1C)C2 (stereo not drawn),.,4%,.,-1%
CC(C)Cn1c(N)c(C(=O)COC(=O)c2cc(C(F)(F)F)nc3c(C(F)(F)F)cccc23)c(=O)n(C)c1=O,.,-28%,-1%,-18%
CCCCc1nn2c(=O)cc(COC(=O)c3ccc(NC(=O)CCc4ccccc4)cc3)nc2s1,-1.4%,-6%,-3%[10.9 µM],9%
Cc1ccc(C2C3=C(CCCC3=O)Nc3nc(SCC(=O)NCc4ccco4)[nH]c(=O)c32)cc1 (stereo not drawn),1.6%,0%,-7%,-20%
O=C(Nc1ccccc1C(=O)N1CCOCC1)C1CCC(=O)N1C1CCCC1 (stereo not drawn),-4.2%,16%,-14%,4%
COCCNC(=O)Cn1ncc2c(C)n(Cc3ccc(C)cc3)c(C)c2c1=O,?,-3%,-2%[10.9 µM],3%
O=C(Nc1ccccc1C(F)(F)F)N1CCN(c2ccc3nnc(-c4ccc(F)cc4)n3n2)CC1,?,22%&-3%,-23%[10.9 µM],36%&17%[activator]
CC(OC(=O)c1ccc2ccccc2n1)C(=O)Nc1ccc(N2CCOCC2)cc1 (stereo not drawn),-0.6%,0%,-12%,-14%
CCOC(=O)N1CCC(NC(=O)c2cc(C(=O)Nc3ccc(OC)c(OC)c3)ccc2CO)CC1,-0.9%,-4%,-3%,-3%

# Compounds were not picked by outcome, and some 1.7% of all compounds hit somewhere here.
